# From PubChem BioAssay
# HCV NS3 hel inh: inhibitors of HCV NS3 helicase, primary screen, biochemical, Cy5 molecular beacon fluorescence. inhibition, % at 10.9 µM. Hepatitis C virus NS3 helicase. 290,000 tested, 0.56% active. NS3 helicase DNA unwinding;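 active = inhibition above the mean of all tested compounds plus 3 SD, set per campaign, cut at about 35% in these data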;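 also: 0% = DMSO wells and 100% = thioflavine S control wells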
#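 assay system = NS3 helicase fragment of HCV | buffer or medium = MOPS pH 6.5, MgCl2, DTT, Tween20, BSA | timing = 60 min unwinding reaction at 25 °C after ATP addition | signal = Cy5 beacon fluorescence read at start and 1 h | read-out basis = % inhibition of unwinding | control set = low DMSO, high thioflavine S at 110 µM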
# CRFBP-R2 agonist: agonists of CRF-BP/CRF-R2 complex, primary screen, cell-based, HEK293, calcium dye fluorescence, uHTS. activation, % at 13.2 µM. CRF-binding protein / CRF receptor 2 complex (human). AID 588473, 2011. calcium dye fluorescence (FLIPR); percent of saturating CRF peptide response. 350,000 tested, 0.46% active;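 active = activation of at least 50%, plus an integration ratio under a set limit after plate pattern correction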;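 also: plate controls were neutral control wells without compound for no effect and CRF at EC100 for full effect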
# SUMO HTRF inh: inhibitors of in vitro SUMOylation cascade, primary screen, biochemical, HTRF, uHTS. 290,000 tested, 0.36% active. HTRF SUMOylation assay, SAE1/SAE2 + UBC9. inhibition, % at 35 µM; in the data active = inhibition above about 50%, passing the limit was not always enough; also: strong numbers were not always called active
# MEKK2wt PB1 HTS: modulators of MEK5 binding to wildtype MEKK2, primary screen, biochemical, multiplex bead flow cytometry, Alexa488-MEK5 | Mitogen-activated protein kinase kinase kinase 2 (Homo sapiens), Q9Y2U5 | Alexa488-MEK5 binding to MEKK2 WT; actives lie on both sides | binding response (% of control), % at 10 µM | 290,000 tested, 1.1% active; in the data active = binding response below about 67% or above about 130%
# DNA FID counter: compounds displacing fluorescent DNA intercalator, primary screen, artefact control for HCV NS3 helicase inhibitor project, biochemical, FID fluorescence; DNA fluorescent intercalator displacement; inhibition, % at 7.9 µM; 290,000 tested, 0.17% active; AID 1845, 2009; in the data active = inhibition above about 37%;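 also: 0% = vehicle and 100% = reference compound; higher means more ethidium bromide displaced from hairpin DNA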
# GalR3 antag: GalR3 antagonists in HEK293 cells, primary screen, cell-based, fluorescence readout. Galanin receptor type 3 (Homo sapiens), O60755. HEK293 GalR3-CNG cAMP membrane potential fluorescence; galR3 body fused to GalR1 C-terminus. 360,000 tested, 0.44% active. inhibition, % at 3 µM. AID 651719, 2012;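 active = inhibition above the screen-wide average plus 3 SD, cut at about 13% in these data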;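 also: forskolin and galanin both at EC90 stimulate the cells; cAMP rise reported by CNG channel membrane potential dye signal; 0% = forskolin plus galanin with DMSO and 100% = forskolin alone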
# Target sequence (O60755 1-299 limits assumed): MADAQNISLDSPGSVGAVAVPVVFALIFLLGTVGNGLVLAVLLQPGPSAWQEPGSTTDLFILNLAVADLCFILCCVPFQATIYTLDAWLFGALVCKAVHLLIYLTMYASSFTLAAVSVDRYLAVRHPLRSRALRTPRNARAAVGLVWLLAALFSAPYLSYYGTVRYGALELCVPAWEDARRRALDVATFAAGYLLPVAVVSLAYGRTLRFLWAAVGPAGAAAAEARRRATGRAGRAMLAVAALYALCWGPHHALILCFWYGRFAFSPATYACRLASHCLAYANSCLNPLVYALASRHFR
# MEKK3 PB1 HTS: modulators of MEKK3-MEK5 PB1 binding, primary screen, biochemical, wildtype MEKK3, multiplex bead flow cytometry, Alexa488-MEK5. bead-based flow cytometry, Alexa488-MEK5 binding to MEKK3; actives lie on both sides; 0 = blocked by unlabeled MEK5, 100 = vehicle. binding response (% of control), % at 10 µM. 290,000 tested, 1.4% active;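 active = binding response more than 3 SD above or below the average of its plate-row segment, actives on both sides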;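 also: Alexa488 bead fluorescence after subtracting the streptavidin-only scavenger bead signal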
# Target sequence (Q99759 whole entry, looked up): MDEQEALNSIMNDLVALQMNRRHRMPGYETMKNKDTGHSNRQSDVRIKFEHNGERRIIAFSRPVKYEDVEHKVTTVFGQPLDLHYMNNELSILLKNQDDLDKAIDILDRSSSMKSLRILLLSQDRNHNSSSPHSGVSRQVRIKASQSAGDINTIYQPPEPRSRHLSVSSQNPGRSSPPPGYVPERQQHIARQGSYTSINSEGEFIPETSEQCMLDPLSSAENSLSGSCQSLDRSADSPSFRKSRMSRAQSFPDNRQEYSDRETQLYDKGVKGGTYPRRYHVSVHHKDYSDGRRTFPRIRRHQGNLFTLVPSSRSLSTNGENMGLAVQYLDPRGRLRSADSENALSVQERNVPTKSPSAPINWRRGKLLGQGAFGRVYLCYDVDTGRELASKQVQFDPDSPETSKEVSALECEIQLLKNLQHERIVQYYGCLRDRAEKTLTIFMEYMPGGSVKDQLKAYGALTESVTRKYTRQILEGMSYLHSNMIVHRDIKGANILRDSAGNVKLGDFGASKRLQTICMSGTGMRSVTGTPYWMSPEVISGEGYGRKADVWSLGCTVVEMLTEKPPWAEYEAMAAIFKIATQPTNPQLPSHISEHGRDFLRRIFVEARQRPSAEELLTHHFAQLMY
# CRFR2-BP antag: antagonists of CRF-BP/CRF-R2 complex, primary screen, cell-based, HEK293, calcium dye fluorescence, uHTS; CRF-induced calcium fluorescence; inhibition, % at 11.8 µM; 350,000 tested, 0.59% active; AID 588475, 2011;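 active = inhibition of the ligand-induced calcium signal above about 50% at the single tested concentration, limit read from the data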
# MEKK2 mut-MEK5: MEK5 binding signal on mutant MEKK2 PB1, primary screen, biochemical, multiplex bead flow cytometry, Alexa488-MEK5; Alexa488-MEK5 binding to MEKK2 mutant; percent response, % at 10 µM; AID 1530, 2009; 290,000 tested, 0.35% active; in the data active = percent response above about 24%, passing the limit was not always enough; also: inactives centre near 1; some results filed as inactive read as strong as hits
# Starred values were filed as active, the others as inactive; nt = not tested or not shown. An excerpt; rates above refer to the full screens.
# Each structure is followed by: HCV NS3 hel inh, CRFBP-R2 agonist, SUMO HTRF inh, MEKK2wt PB1 HTS, DNA FID counter, GalR3 antag, MEKK3 PB1 HTS, CRFR2-BP antag, MEKK2 mut-MEK5
O=c1oc2ccccc2c2oc3cc(O)c(O)cc3c12
 : 30, -6.9, 25, 99, 3, 3, 102, -4, 0
CC(C)(C)NS(=O)(=O)c1cc(C(=O)Nc2sccc2C#N)ccc1Cl
 : 13, 37, 26, 95, -12, 4, 101, 41, 0
O=C(CSC1=NCCN1)C1COc2ccccc2O1 (centres undefined)
 : 3, -0.2, 20, 111, -3, -8, 107, 3, 4
CCOc1ccc(N2C(=O)/C(=C/c3ccccn3)SC2=S)cc1
 : 3, -0.5, 9, 97, 0, nt, 95, 1, -2
CCn1c(=O)c(C(=O)NNC(=O)c2ccccc2)c(O)c2ccccc21
 : -19, 21, 29, 102, -25, -7, 103, 7, 8
CC1(C)Cc2c(sc3nc(N/N=C/c4ccccc4)[nH]c(=O)c23)CO1
 : -1, 0.6, 18, 94, -1, 2, 91, -3, -3
Cc1ccc(SCc2cc(=O)c3c(=O)n(-c4ccccc4)[nH]c3[nH]2)cc1
 : 16, 1.4, 47, 92, -9, -2, 93, -8, -10
O=C(NCCCN1CCN(c2ccccc2F)CC1)C1CC(=O)N(C2CCCC2)C1 (centres undefined)
 : 7, -0.7, -1, 100, 0, -3, 95, 0, -7
O=C(Cc1ccc(NC2=NC3CS(=O)(=O)CC3S2)cc1)N1CCN(c2ccc(F)cc2)CC1 (centres undefined)
 : 4, -1.5, 2, 100, -18, nt, 98, 19, -1
Cc1ccc(NC(=O)c2oc(=O)c3ccccc3c2-c2ccccc2)c(C)c1
 : 3, 1.4, 11, 97, -2, 2, 102, -13, -1
CC(C)(C)NC(=O)C(c1ccc(O)cc1)N(C(=O)CCC(=O)Nc1nccs1)c1ccccc1F (centres undefined)
 : 8, -1.2, -8, 89, -31, -2, 94, -17, -4
Cc1ccc(NC(=O)c2ccc(Cl)c(NC(=O)c3cccs3)c2)cc1
 : 3, 1.8, -4, 100, -22, -3, 104, -14, 2
O=C1C=C(NCC2CCCO2)CC(c2ccccc2)C1 (centres undefined)
 : 1, -0.2, 6, 101, -2, -3, 99, 10, 7
CCCN(CCC)CC(O)CN1C(=O)NC(C)(C)C1=O (centres undefined)
 : -2, -0.1, 2, 92, 1, -1, 91, -15, -4
CNc1nc(Oc2ccccc2C(=O)OC)nc(SC)n1
 : -2, -1.3, 2, 103, -4, -3, 98, 7, 0
Cc1cc(C)n(-c2ccc(C(=O)OCC(=O)Nc3ccc(S(=O)(=O)N4CCOCC4)cc3)cc2)n1
 : -7, 0.7, -15, 110, -22, 1, 106, 2, 4
O=S(=O)(N1CCCCC1)n1nnc2ccccc21
 : -4, 1.2, 1, 104, -3, -4, 104, 7, 8
COc1ccc2nc(SCc3ccccc3C)nc(C)c2c1
 : -1, 3.3, -13, 116, 1, 5, 103, -15, 11
CC1CCCCN1S(=O)(=O)c1ccc2c(c1)oc(=O)n2CC(=O)O (centres undefined)
 : -2, -0.3, 25, 106, -4, -1, 103, -4, 4
CN1C(=O)N(C)C(c2cccc([N+](=O)[O-])c2)C2=C1CCCC2=O (centres undefined)
 : -2, -1.8, -4, 111, -4, -9, 106, -6, 5
Cc1ccc(C2=C(CC(=O)O)C(=O)CC2)cc1
 : 8, -4.0, 18, 104, 1, -3, 102, -10, -1
C#CCOc1c(Br)cc(/C=C2/C(=O)ON=C2C)cc1OC
 : 15, 0.5, 21, 98, -16, -11, 103, 1, 3
NC(=O)C1CCCN(Cc2ccc3ccccc3c2)C1 (centres undefined)
 : -2, 4.6, 11, 101, 1, -4, 92, 32, 4
CCCOc1ccc(/C(O)=C2/C(=O)C(=O)N(CCCn3ccnc3)C2c2cccs2)cc1 (centres undefined)
 : 0, 1.6, -4, 116, 1, -3, 106, -3, 27
CCOc1ccc(/C(O)=C/C(=O)C(=O)Nc2ccc(S(=O)(=O)NC(C)=O)cc2)cc1
 : 4, -0.9, 7, 100, -23, 6, 103, 4, 0
Cc1cc(/C=C(\C#N)C(=O)OCC(=O)Nc2ccc(OC(F)F)cc2)c(C)n1CC(C)C
 : -1, -0.5, 16, 105, -3, -5, 118, 9, 3
CC(C)(C)C(=O)OCc1nc(-c2ccc(C(F)(F)F)cc2)cs1
 : 1, 1.0, -17, 99, -3, -7, 97, -9, -6
O=C1Nc2cc(Br)ccc2C1(O)c1ccccc1O (centres undefined)
 : -7, 6.4, 12, 107, -6, -10, 107, 9, 9
Cc1ccc(/C=C2/CCc3c([nH]c4ccccc34)C2=O)cc1
 : -3, 3.5, -1, nt, -2, -6, nt, 8, nt
O=C(CN(C(=O)c1csnn1)c1cccc(C(F)(F)F)c1)NCc1ccc(F)cc1
 : 0, -0.4, 1, 102, -22, -5, 101, -4, -3
Cc1ccccc1OCc1ccc(C(=O)N2CC(C)OC(C)C2)o1 (centres undefined)
 : -3, -0.6, 21, 93, -35, -7, 102, 1, -8
O=c1c2ccccc2nc(/C=C/c2cc(Br)ccc2O)n1CCCO
 : 5, 5.5, 8, 102, -10, -9, 104, -21, 0
COc1ccccc1/C=C/C(=O)OCC(=O)c1c(N)n(C)c(=O)n(C)c1=O
 : 2, 1.4, -23, 112, 0, -3, 110, -24, 5
Cc1c(OCC(=O)NC(Cc2ccc(Cl)cc2)C(=O)O)ccc2c3c(c(=O)oc12)CCCC3 (centres undefined)
 : -26, 0.4, 27, 99, -20, -8, 102, -7, 3
CC1(C)CC(=O)C(C(C2=C(O)CC(C)(C)CC2=O)c2ccc(Cl)c([N+](=O)[O-])c2)C(=O)C1 (centres undefined)
 : -6, -0.9, -2, 99, -5, 2, 100, 11, 1
CSc1ccc(CCNC(=O)CCc2nnc3ccc(N4CCC5(CC4)OCCO5)nn23)cc1
 : -8, -1.3, 3, 99, -53, 4, 98, 3, 0
CN1CCN(CC(=O)N2c3ccc(S(=O)(=O)NCCNC(=O)OC(C)(C)C)cc3C(=O)Nc3cccnc32)CC1
 : nt, -0.6, nt, 91, nt, 0, 83, -8, -7
Cc1ccc(/C=C/C(=O)Nc2cc(C)on2)cc1
 : -8, 1.0, 29, 110, 0, -3, 106, -11, 2
Cc1nc2ccccc2c(=O)n1Cc1ccc([N+](=O)[O-])cc1
 : 6, -1.7, 23, 115, -2, -2, 108, 5, 13
C/C(=N\NC(=O)c1cc(C(C)C)[nH]n1)c1ccncc1
 : -4, -0.9, 6, 92, -5, -10, 96, 3, -7
COc1ccc2[nH]c3c(=O)n(Cc4ccncc4)cnc3c2c1
 : -1, -1.3, 12, 99, -1, -3, 93, -5, -30
CS(=O)(=O)N1CC2CCCN2c2ccc(C(F)(F)F)cc21 (centres undefined)
 : -1, 5.8, 10, 100, -6, -5, 101, 2, -1
Nc1ccc(Oc2ncccn2)cc1
 : -7, -1.0, -3, 95, 1, -4, 97, -3, 0
O=C(N/N=C\c1ccc(Oc2ccccc2)cc1)c1csnn1
 : 2, -0.8, -7, 106, 0, -6, 121, 5, 0
CCc1nnc(NC(=O)C(C)Sc2ccccc2)s1 (centres undefined)
 : 4, 0.0, 4, 115, -7, nt, 107, -62, 8
CCOC(=O)C(Nc1ccc2ccccc2c1)C(=O)OCC
 : -5, 0.0, 31, 99, 3, -2, 99, -1, -3
CCOc1cc(/C=C(/C#N)c2ccc(Cl)cc2)cc(Cl)c1OCC(=O)O
 : 11, 0.0, 33, 94, -32, -5, 100, 57*, 0
CC1CCCN(CC(O)CN)C1 (centres undefined)
 : 3, 0.0, 14, 100, 0, -4, 91, -8, 2
CC(C)(C)CN1C(N)=NC[C@@H]1c1ccccc1
 : nt, -0.9, nt, 106, nt, -1, 104, -1, 2
COC(=O)c1cc(C(=O)c2ccc(Cl)cc2Cl)cn1C
 : 4, 1.4, 3, 99, -21, -6, 101, 12, -3
CCOCCCNC(=O)c1ccccc1SCC
 : 1, 0.3, 12, 109, 1, 0, 100, -2, -6
COC(=O)c1ccc(NC(=O)COc2ccc(C3C(C#N)=C(N)Oc4c3ccc3ccccc43)cc2OC)cc1 (centres undefined)
 : 33, 9.4, 0, 93, -22, -1, 100, 10, -1
O=C(COc1ccccc1C(=O)Nc1ccccc1)c1ccc(F)cc1
 : -5, 5.6, -25, 97, 1, -1, 93, 10, -5
CC(=O)Nc1ccc(NC(=O)CC23CC4CC(CC(C4)C2)C3)cc1
 : 1, 1.1, 4, 100, -32, -1, 103, -10, 3
N=C1C(c2nc3ccccc3c(=O)[nH]2)=C(O)CN1CCc1ccccc1
 : 1, -2.5, 23, 107, -4, nt, 106, 24, 7
CCOc1cc(C2c3c(n[nH]c3C)C(=O)N2c2ccc(Br)cc2)ccc1O (centres undefined)
 : -15, 0.1, 6, 92, -7, -3, 97, 5, -1
